Assay outcomes deposited in PubChem BioAssay by National Center for Advancing Translational Sciences (NCATS).
D2 antagonist = D2 dopamine receptor (human) antagonism; actives 2% (n = 340,000); HEK293 TREx D2 cells, calcium flux, dopamine EC80; inhibition, % at 10 µM; AID 485344; in the data active = inhibition above about 30%; note: 0% is about no effect
Target sequence (P14416 whole entry, looked up): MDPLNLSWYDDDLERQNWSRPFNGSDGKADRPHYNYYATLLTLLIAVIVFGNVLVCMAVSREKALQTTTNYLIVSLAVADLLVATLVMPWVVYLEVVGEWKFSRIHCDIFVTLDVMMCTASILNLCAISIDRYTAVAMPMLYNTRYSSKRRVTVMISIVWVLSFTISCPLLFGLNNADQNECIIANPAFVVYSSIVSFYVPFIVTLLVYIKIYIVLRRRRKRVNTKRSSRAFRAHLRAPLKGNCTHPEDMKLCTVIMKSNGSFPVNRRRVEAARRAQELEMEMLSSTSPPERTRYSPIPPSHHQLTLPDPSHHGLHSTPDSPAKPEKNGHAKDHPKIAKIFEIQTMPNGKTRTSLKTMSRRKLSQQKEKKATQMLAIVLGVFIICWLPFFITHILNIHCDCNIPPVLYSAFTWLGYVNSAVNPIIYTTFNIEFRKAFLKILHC
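HEK293 T-REx D2 cells, tet-induced, calcium dye no-wash. Cpd pintool add, 180 s kinetic, then EC80 DA, 180 s kinetic. Ca flux read.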
mIDH1 inhibitor = blocks human mutant IDH1 R132H enzyme; O75874; IDH1-R132H enzyme, NADPH consumption, diaphorase/resazurin fluorescence; Potency, µM (highest dose often 76.6 µM), for inactives: top-dose activity change, negative = inhibition, most hits filed as inhibitors; actives 0.093% (n = 390,000); note: potency is the fitted concentration of half-maximal effect; % is set by controls: 0 for no effect and ±100 for the full control effect; nearly all actives have a fitted effect of over 65% in size
Target sequence (O75874 whole entry R132H, stated change not applied): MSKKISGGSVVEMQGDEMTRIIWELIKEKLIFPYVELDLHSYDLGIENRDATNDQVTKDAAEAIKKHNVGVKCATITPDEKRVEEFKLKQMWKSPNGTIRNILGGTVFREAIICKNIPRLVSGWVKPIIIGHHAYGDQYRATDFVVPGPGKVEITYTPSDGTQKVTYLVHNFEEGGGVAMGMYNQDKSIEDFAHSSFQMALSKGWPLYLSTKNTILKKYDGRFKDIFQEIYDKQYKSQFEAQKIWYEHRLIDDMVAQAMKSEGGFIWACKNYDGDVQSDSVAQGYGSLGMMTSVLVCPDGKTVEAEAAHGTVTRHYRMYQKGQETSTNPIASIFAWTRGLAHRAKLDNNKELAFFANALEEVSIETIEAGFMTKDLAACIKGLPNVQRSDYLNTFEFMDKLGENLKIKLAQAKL
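IDH1-R132H (0.5 ug/mL) preincubated 30 min with compound, then NADPH (0.016 mM) and alpha-KG (2 mM) added; 80 min at RT, pH 7.5. Remaining NADPH coupled via diaphorase/resazurin to fluorescence (540/590 nm); concentration-response curves normalized to no-enzyme control.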
TrxR1 substrate = rat thioredoxin reductase 1 substrate activity. actives 0.01% (n = 390,000). AID 588456. purified TrxR1 substrate turnover, NADPH consumption readout. Potency, µM (top dose mostly 114 µM), for inactives: at the top dose activity change, negative = substrate turnover. O89049; note: potency is the fitted concentration of half-maximal effect; % is set by controls: 0 for no effect and ±100 for the full control effect; nearly all actives have a fitted effect of over 50% in size
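Rat TrxR1, dispensed at 90 nM, was prereduced with 400 uM NADPH (final) for 5 min at ~22 deg C, then incubated with compound 15 min before 400 uM selenite. A first-read NADPH fluorescence drop versus no-compound background flagged substrates.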
rTrxR1 inhibitor = inhibitors of rat thioredoxin reductase 1. Potency, µM (doses to about 114 µM), for inactives: top-dose activity change, negative = inhibition, hits mostly inhibitors. recombinant rTrxR1, NADPH fluorescence consumption, selenite substrate. actives 1% (n = 390,000); note: potency is the fitted concentration of half-maximal effect; % is set by controls: 0 for no effect and ±100 for the full control effect; nearly all actives have a fitted effect of over 65% in size
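Rat TrxR1 (90 nM in the dispensed reagent) was pre-reduced with 400 uM NADPH for 5 min at room temperature, then incubated with compound for 15 min. After 400 uM selenite was added, NADPH fluorescence (Ex 340/Em 450 nm) was followed for 8 min.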
TRHR agonist = TRH receptor (human) agonism; AID 493084; P34981; TRHR cells, calcium flux fluo-8, FDSS agonist mode; actives 0.18% (n = 360,000); activation, % at 2 µM; in the data active = activation above about 30%; note: 0% is about no effect
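Fluo-8-loaded TRHR cells; 10 s baseline, compound added, kinetic Ca2+ fluorescence read 1/s, agonist mode.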
Pin1 inhibitor = blocks the human prolyl isomerase Pin1. Pin1 FP peptide displacement, HiFluor488, 10 min. Q13526. actives 0.009% (n = 390,000). Potency, µM (highest dose often 115 µM), for inactives: top-dose activity, negative = inhibition, most hits filed as inhibitors; active = well fitted inhibition curve with a large enough effect in the polarisation, with a control signal flat, not every such curve was filed as active; inconclusive = small, poorly fitted or top-dose-only effect, or effect the other way, or a change in a side signal; inactive = no such curve, though single readings can be large or run the other way; the % refers to the polarisation; note: potency is the fitted concentration of half-maximal effect; % is set by controls: 0 for no effect and ±100 for the full control effect
Target sequence (Q13526 whole entry, looked up): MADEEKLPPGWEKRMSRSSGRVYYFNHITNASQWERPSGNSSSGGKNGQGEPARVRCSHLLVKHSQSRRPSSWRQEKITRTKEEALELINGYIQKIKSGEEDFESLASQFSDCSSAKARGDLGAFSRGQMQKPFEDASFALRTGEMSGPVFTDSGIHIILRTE
USP1-UAF1 inh = inhibitors of human USP1/UAF1 deubiquitinase; O94782; recombinant USP1/UAF1, Ub-Rhodamine cleavage fluorescence; Potency, µM (top dose mostly 57.1 µM), for inactives: at the top dose activity change, negative = inhibition, actives largely listed as inhibitors; actives 0.23% (n = 390,000); AID 743255; note: potency is the fitted concentration of half-maximal effect; % is set by controls: 0 for no effect and ±100 for the full control effect; nearly all actives have a fitted effect of over 60% in size; inactives centre near -12
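1 nM enzyme complex + cpd, 15 min RT; start with Ub-Rho 150nM final; kinetic fluorescence ex 480/em 540, 6 reads q60 s. Buffer 50mM HEPES pH 7.8, 0.5mM EDTA, 0.1 mg/ml BSA, 1mM TCEP, 0.01% Tween-20.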
TRHR enhancer = TRH receptor (human) allosteric enhancement. enhancement, % at 2 µM. actives 0.66% (n = 360,000). TRHR cells, fluo-8 calcium fluorescence, EC20 TRH enhancement; in the data active = enhancement above about 30%; note: 0% is about no effect
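Enhancer read-out: after compound pinning and an initial kinetic agonist-mode read, an EC20 of TRH (10 nM final) was injected and fluo-8 calcium signal (Ex 480/Em 530) followed at 1 s/cycle for 100 cycles in TRHR-expressing cells.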
D2 agonist = activates the human D2 dopamine receptor | HEK293 T-REx D2 cells, calcium flux agonist mode | activation, % at 2 µM | actives 0.53% (n = 340,000);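 active = activation over 3 SD above normal in the single-dose calcium agonist read, cut at about 30% in these data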; note: 0% is about no effect
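Agonism scored from kinetic calcium signal (1 read/sec, 180 s) following compound pin transfer, after a 10 s baseline. Cells: HEK293 Trex line expressing inducible D2 receptor coupled to calcium, dye-loaded after overnight culture at 30 C.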
* hit, by the source's call; ? = inconclusive; nt = no result given; [ ] = remark or other dose. Unless noted, calls come from the whole dose curve; as a rule, active = well fitted inhibition curve with a large enough effect; inconclusive = small, poorly fitted or top-dose-only effect; inactive = no such curve, though single readings can be large or run the other way. Some of the compounds tested. The share of hits here may be higher or lower than overall.

SMILES	D2 antagonist	mIDH1 inhibitor	TrxR1 substrate	rTrxR1 inhibitor	TRHR agonist	Pin1 inhibitor	USP1-UAF1 inh	TRHR enhancer	D2 agonist
CCCCN1CCCc2cc(CN(CCCN3CCOCC3)C(=O)Nc3ccc(OCC)cc3)ccc21	nt	1%	-6%[57.1 µM]	4%[57.1 µM]	-0.5	0%	-6%	11	nt
Cc1ccn2c(CNCCn3nc(C)cc3C)c(C(=O)N3CCCCCC3)nc2c1	-1	-3%	6%	23%	-0.2	0%	-20%	12	-0.2
CCN1C(=O)[C@H]2[C@@H](c3ccc(-c4ccccc4)c(OC)c3)N[C@@](Cc3ccccc3)(C(=O)OC)[C@H]2C1=O	-9	12%	-1%	-2%	0.8	2%	?	-7	0.2
Cc1ccc(NC(=O)c2ccc(OC(=O)c3cc4ccccc4o3)cc2)cc1	-7	2%	13%	6%	0.9	1%	-8%	15	1.6
O=C(CCOc1ccccc1)OCC(=O)c1cc2ccccc2o1	nt	2%	5%[57.1 µM]	3%[57.1 µM]	-0.3	58%[activator]	-16%	0	nt
COc1ccccc1-n1c(SCC(=O)O)nnc1-c1ccc(S(=O)(=O)N2CCCCC2)cc1	-5	3%	15%	14%	0.3	-10%	-3%	4	0.6
CCN(CC)S(=O)(=O)c1cccc(C(=O)N2CC(O)CC2C(=O)O)c1 (centres undefined)	-22	6%	-4%	4%	-0.8	-6%	-25%	15	-0.1
COc1cc(/C=N/NC(=S)Nc2cccc(C(=O)O)c2)cc(OC)c1OC	-21	5%	-16%	-29%	-0.5	4%	-9%	-12	-0.3
O=C(C1=C[C@@H](C2CC2)C[C@@H](OCc2ccc(CO)cc2)O1)N1CCOCC1	-5	0%	0%	4%	-0.4	-6%	-25%	14	0.2
CS(=O)(=O)N1CCC(C(=O)Nc2ccc3c(c2)OCO3)CC1	-11	0%	-2%[2.29 µM]	-28%[2.29 µM]	0.1	2%	-12%	1	0.3
C#CCn1cnc2c(cnn2-c2ccc(F)cc2)c1=O	nt	-5%	0%	5%	-1.0	-3%	-10%	4	-0.3
Cc1ccc(C2c3[nH]c4ccccc4c3C[C@H]3C(=O)N(c4ccccc4C(=O)NCCN4CCOCC4)C(=O)N23)cc1 (some centres undefined)	nt	-15%	-8%	-3%	0.5	3%	-8%	4	nt
CCOC(=O)c1cnc(C(C)(C)C)[nH]c1=O	2	1%	5%[57.1 µM]	15%[57.1 µM]	-0.3	-2%	0%	6	0.0
CN(CC(=O)Nc1nccs1)S(=O)(=O)c1ccc(F)cc1	-5	2%	-1%	-14%	-0.4	-10%	15%	2	-0.3
Cc1ccc(CNC(=O)c2ccc(N3CCc4ccccc43)c([N+](=O)[O-])c2)cc1	-5	3%	-9%	-18%	-0.1	-1%	-18%	-7	-4.2
CC1(C)CC(=O)C/C(=N\NC(=O)CCc2ccc(S(=O)(=O)N3CCOCC3)cc2)C1	-25	-9%	7%[57.1 µM]	-38%	0.2	3%	-9%	-5	-0.4
Cc1cc(NC(=O)c2cnc3c(-c4ccccc4)c(C)nn3c2C)ccc1Br	nt	0%	1%[57.1 µM]	18%[57.1 µM]	0.9	30%	-19%	-6	-0.5
Cc1ccc(C(=O)NCC(=O)N2CCCCCCC2)cc1C	-13	2%	4%	2%	-0.8	1%	-10%	-2	-1.1
Cc1ccc(C(=O)CSc2nc(C)cc(=O)[nH]2)cc1	17	6%	0%	3%	0.2	0%	-20%	2	0.0
CC1CCN(S(=O)(=O)c2ccc3c(ccn3CCC(=O)NC(C)C)c2)CC1	15	4%	7%	10%	-0.4	-1%	-14%	-4	-0.6
CN1[C@@H]2CCC[C@H]1CC(NC(=O)c1nn(C)c3ccccc13)C2 (some centres undefined)	7	7%	12%	14%	0.3	0%	-23%	5	0.1
CC(C)(C)NC(=O)C(c1ccccn1)N(C(=O)c1csnn1)C1CCCC1 (centres undefined)	-2	9%	6%	20%	-1.0	-3%	-17%	-4	-0.4
COc1ccc(-c2nc(CS(=O)CC(=O)N3CCCC3)c(C)o2)cc1 (centres undefined)	9	10%	6%[57.1 µM]	?	-0.6	-4%	-10%	4	-0.2
O=C(N/N=C/c1sc(N2CCCCC2)nc1-c1cccs1)c1cccnc1	6	8%	-11%	12%	19	?	?	0	14
COc1ccccc1C1C(C(C)=O)=C(O)C(=O)N1c1ccc(O)cc1 (centres undefined)	3	-2%	-8%	-9%	0.5	-2%	-21%	5	0.2

3 of the entries above in order of their number in TrxR1 substrate, ascending:
SMILES | TrxR1 substrate
CCN(CC)S(=O)(=O)c1cccc(C(=O)N2CC(O)CC2C(=O)O)c1 (centres undefined) | -4%
CN(CC(=O)Nc1nccs1)S(=O)(=O)c1ccc(F)cc1 | -1%
C#CCn1cnc2c(cnn2-c2ccc(F)cc2)c1=O | 0%

The list goes on.
SMILES	D2 antagonist	mIDH1 inhibitor	TrxR1 substrate	rTrxR1 inhibitor	TRHR agonist	Pin1 inhibitor	USP1-UAF1 inh	TRHR enhancer	D2 agonist
O=C(c1ccc(Br)cc1)N1CCC(C(=O)N2CCN(Cc3ccccc3)CC2)CC1	2	7%	-6%	-23%	0.0	-10%	-19%	-4	0.8
CCOc1ccccc1N1CC(c2nc3ccccc3n2CCOc2ccccc2OC)CC1=O (centres undefined)	nt	11%	-8%	-12%	3.3	?	-9%	-9	4.9
CS(=O)(=O)N(CC(=O)NCCSc1ccccn1)c1cccc2ccccc12	18	9%	-7%	-15%	-0.5	-4%	-13%	-8	-0.2
CCOC(=O)N1CCN(C(=O)c2ccc3c(SCC(=O)O)c4c(nc3c2)CCC4)CC1	-1	-5%	-5%[57.1 µM]	7%[57.1 µM]	0.5	-1%	-14%	0	0.0
CC(=O)NCCCc1nc2ccccc2n1Cc1ccccc1F	-3	0%	9%	34%	0.3	-2%	-20%	23	0.0
C=C(NC(C)=O)c1c(F)cccc1F	-7	2%	4%	2%	0.1	-11%	?	-4	-0.3
O=Cc1cc(N=Nc2ccccc2Cl)ccc1O	-4	-4%	-6%	5%	-1.2	-4%	?	-7	0.1
COc1ccc(OC)c(NC(=O)C(C)Oc2ccc(Br)cc2)c1 (centres undefined)	13	11%	5%[57.1 µM]	26%[57.1 µM]	-1.2	-1%	-19%	15	0.1
CCOC(=O)c1ccc(N2C(=O)c3n[nH]c(C)c3C2c2ccc(OC)cc2OC)cc1 (centres undefined)	nt	-17%	-6%	18%[57.1 µM]	0.1	1%	-18%	7	nt
Cc1cc(N2C(=O)C(O)=C(C(=O)c3ccc(C)o3)C2c2ccc([N+](=O)[O-])cc2)no1 (centres undefined)	-30	-6%	-4%	24%	0.2	-1%	-19%	2	-0.3
O=C(O)c1ccccc1SC1CC(=O)N(c2ccccc2)C1=O (centres undefined)	-15	6%	-14%	?	-0.1	1%	-4%	1	0.8
COCC(C)Nc1ncnc2c1cnn2-c1ccc(Cl)cc1 (centres undefined)	2	3%	17%[57.1 µM]	9%[57.1 µM]	0.2	1%	-4%	-2	1.1
N#Cc1ccccc1NC(=O)CSc1nnc(-c2ccccc2)n1-c1ccccc1	nt	-5%	7%	16%	-1.0	14%	0%	-13	nt
CSc1ncc(CN2CCc3c([nH]c4ccccc34)C2c2cccc(C)n2)cn1 (centres undefined)	12	-1%	-4%	-23%	-0.1	8%	-23%	5	0.2
CC1CC(CC(=O)NC(=S)Nc2ccccc2Cl)C(=O)O1 (centres undefined)	1	8%	5%	6%	0.7	-1%	-13%	5	1.7
Cc1noc(NS(=O)(=O)c2ccc(NC(=O)c3cc(-c4ccccc4Cl)nc4ccccc34)cc2)c1C	-3	?	1%	14%	-0.3	?	-27%	-1	-0.4
OC(COCC1COc2ccccc2O1)CN1CCc2ccccc2C1 (centres undefined)	nt	-1%	2%	7%	-0.6	-1%	-16%	2	nt
COc1ccc(CC(=O)OCN2C(=O)c3ccccc3C2=O)cc1OC	-1	0%	2%	4%	0.9	4%	-6%	-17	1.0
CCOC(=O)N1CCN(C(=O)CSc2nc(=O)n3ccc(C)cc3n2)CC1	-23	-1%	-7%	-1%	0.7	-7%	-10%	3	0.1
Nn1c(SCc2nc3ccccc3[nH]2)nnc1-c1ccccc1	-13	-3%	-2%	-4%	-0.4	-4%	-16%	5	0.1
O=C(Nc1ccc(Br)c(Cl)c1)c1ccc(C(=O)Nc2ccc(Br)c(Cl)c2)cc1	nt	10%	-6%	-7%	-0.8	8%	-14%	4	-2.1
CC(C)=CCC/C(C)=C/CC/C(C)=C/CC/C(C)=C/CC1=C(C)C(=O)c2ccccc2C1=O	-1	-7%	3%	?	-0.3	-3%	-24%	-6	-3.3
O=C(Nc1ccc2nc(SCCOc3ccccc3Cl)sc2c1)c1ccc2c(c1)OCO2	nt	0%	3%	18%	0.5	46%[activator]	0%	-2	3.8
COc1ccc(Cl)cc1NC(=O)N1CCN(Cc2cc(=O)n3nc(-c4ccccc4)sc3n2)CC1	nt	7%	4%[57.1 µM]	18%[57.1 µM]	-0.1	3%	-28%	0	0.7
Cc1ccc(C)c(N2CCN(S(=O)(=O)c3ccc4c(c3)C(C(C)C)C(=O)N4)CC2)c1 (centres undefined)	nt	?	3%	43%	-1.0	13%	-18%	-5	-0.1
CCOC(=O)c1c(NC2=NS(=O)(=O)c3ccccc32)sc2c1CCC(C)C2 (centres undefined)	nt	-4%	40%[activator]	-4%	0.1	-9%	-2%	0	nt
CC(C)CNS(=O)(=O)c1cc(C(=O)N2CC(C)OC(C)C2)c(Cl)cc1Cl (centres undefined)	-39	-5%	7%	8%	-1.1	-4%	-3%	16	0.0
CCOC(=O)c1c(NC(=O)CNCCO)sc(C)c1C	nt	0%	-9%	1%[57.1 µM]	-0.4	-2%	3%	-1	nt
